Assay outcomes (PubChem)
DT40 TDP1 CPT: DT40-hTDP1 cell growth loss with CPT. actives 12% (n = 420,000). chicken DT40 Tdp1-/-;hTDP1 cells + 20 nM CPT, ATP luminescence, 48 h. Potency, µM (doses to about 46.2 µM), without a hit: at the top dose activity change, negative = growth inhibition, hits mostly inhibitors; note: nearly all actives have a fitted effect of over 55% in size
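Cell growth measured by CellTiter-Glo luminescence after a minimum 48 h, 37 C compound exposure with 20 nM CPT in Tdp1-knockout DT40 cells stably expressing hTDP1, seeded 400/well; qHTS titration format.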
KAT2A inh: GCN5L2 (KAT2A) acetyltransferase inhibition; GCN5L2 HAT assay, ThioGlo1 CoA-SH fluorescence; Potency, µM (highest dose often 58.9 µM), for inactives: at the highest dose activity change, negative = inhibition, hits mostly inhibitors; actives 0.21% (n = 390,000)
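Free CoA generated was detected with ThioGlo1 (50uM) fluorescence at Ex340nm/Em540nm, read immediately and after 20 min at room temperature. Enzyme, 20 nM in HEPES pH 7.5 buffer, saw compounds 15 min before adding 75uM H3(1-25) peptide and 70uM acetyl-CoA.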
FEN1 inh: blocks human flap endonuclease 1. Recombinant FEN1 flap cleavage, fluorescence, 15 min. Potency, µM (series often up to 114 µM), for the others: top-dose activity change, negative = inhibition, usual class: inhibitors. actives 0.35% (n = 390,000). AID 588795; note: nearly all actives have a fitted effect of over 65% in size
Target sequence (P39748 whole entry, looked up): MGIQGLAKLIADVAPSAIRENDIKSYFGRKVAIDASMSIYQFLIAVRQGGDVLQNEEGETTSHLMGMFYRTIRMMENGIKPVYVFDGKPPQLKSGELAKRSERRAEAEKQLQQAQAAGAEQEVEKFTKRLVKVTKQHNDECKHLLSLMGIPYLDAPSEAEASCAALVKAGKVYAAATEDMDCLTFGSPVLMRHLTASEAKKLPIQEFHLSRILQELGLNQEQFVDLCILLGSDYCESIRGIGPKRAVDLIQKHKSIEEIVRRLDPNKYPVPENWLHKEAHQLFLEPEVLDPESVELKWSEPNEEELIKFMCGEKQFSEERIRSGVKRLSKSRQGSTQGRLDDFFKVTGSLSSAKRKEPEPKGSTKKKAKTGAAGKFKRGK
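Steps: FEN1 (10 nM) dispensed; compound added by pin tool; 15 min at room temperature; substrate added to 50 nM final; reads at 0 min and 15 min; data normalized and fitted (four-parameter Hill).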
* = called active by the depositor; ? = inconclusive; nt = no result given; & = joins results of further samples. Calls come from the whole dose curve; as a rule, active = well fitted curve in the direction sought with a large enough effect; inconclusive = small, poorly fitted or top-dose-only effect, or another doubt; inactive = no such curve, though single readings can be large; an effect the other way counts as inactive or inconclusive. % is set by controls: 0 for no effect and ±100 for the full control effect; potency is the fitted concentration of half-maximal effect. The list is partial; the hit share may differ from the screen's.

structure	DT40 TDP1 CPT	KAT2A inh	FEN1 inh
COc1ccc(S(=O)(=O)NN(C)C)cc1N(C)S(=O)(=O)c1ccc(Cl)cc1	4%	-5%	-5%
NNC(=O)c1ccccc1-n1cccc1	24%	-1%	12%
COc1ccc(C(C)C)cc1S(=O)(=O)NC1CCCC1	?	-4%	19%
C=CCNC(=S)NC1CC(C)(C)NC(C)(C)C1	4%	-6%	5%
CCn1c(SCC(=O)OC)nc2sc3c(c2c1=O)CC(C)(C)OC3	-19%	-1%	-3%
CC(C)CSc1oc(-c2ccco2)nc1S(=O)(=O)c1ccccc1	?	-13%	-8%
CCNc1c(C(=O)O)ccc2c1C(=O)c1ccccc1C2=O	-15%	9%	5%
O=C(c1cc2ccccc2cc1O)N1CCCC(C(F)(F)F)C1 (stereo unspecified)	-6%	-21%	15%
CC12CC(NC(=O)N1CCc1ccccc1)c1ccccc1O2 (stereo unspecified)	?	0%	-18%
O=C(CN(C(=O)c1ccccc1)C(=O)c1ccccc1)OCc1ccccc1	-3%	nt	-11%
Cc1nc(-c2ccc(S(=O)(=O)N3CCN(c4cccc(Cl)c4)CC3)cc2)co1	?	-5%	-17%
Cc1ccc(C)c(Nc2c([N+](=O)[O-])c(=O)oc3ccccc23)c1	23µM*	-3%	-1%
CN1CCc2c(sc3c2C(=O)NC(c2ccc(-c4ccc(Cl)cc4)o2)N3)C1 (stereo unspecified)	?	-3%	-20%
COc1ccc(NC(=O)c2cc(=O)c3ccccc3o2)cn1	-19%	-6%	1%
CN1CCN(S(=O)(=O)c2cccc(C(=O)NCCC3=CCCCC3)c2)CC1	?	0%	-5%
COc1ccc(C(=O)c2ccc(OC)c(Br)c2)cc1Br	18µM*	-2%	0%
O=C(Nc1ccc(F)cc1)C1CCN(S(=O)(=O)c2ccc3c(c2)CCCN3C(=O)C2CCC2)CC1	18µM*	0%	-4%
CCN1CCN(Cc2ccc(NC(=O)c3ccc(C)c(NC(=O)C(=O)c4c[nH]c5ccccc45)c3)cc2C(F)(F)F)CC1	2.6µM*	-4%&-19%	-26%&-14%
COc1ccc(-n2ncc3c(SCC(=O)N4CCN(c5ccccc5OC)CC4)ncnc32)cc1	?	-4%	-10%
CCOC(=O)Cc1csc(NC(=S)NC(=O)c2ccccc2C)n1	-20%	-5%	1%
COc1cc(/C=C/C(=O)c2ccccc2O)cc(OC)c1OC	-30%	-7%	-11%
CCOC(=O)/C(C#N)=C/C=C1\C=Cc2ccccc2N1CC	21µM*	-4%	2%
N#CCCn1c(=O)c(-c2ccc(Cl)cc2)nc2cnc(Nc3ccccc3)nc21	?	-28%	nt
COC(=O)c1nc(N)sc1-c1ccc(Cl)cc1	1%	-2%	9%
Cc1c(Cl)cccc1NC(=O)C1CCN(S(C)(=O)=O)CC1	-3%	-7%	8%
CC(C)N1CCC2(CC1)N=C(c1ccc3c(c1)OCO3)CC(c1cc(Cl)ccc1O)N2 (stereo unspecified)	5.8µM*	-2%	-6%
Clc1ccc(CN2CCC(c3ccccc3)CC2)cc1	?	8%	-4%
Cc1ccc(C)c(NC(=O)COC(=O)Cc2ccsc2)c1	18%	2%	1%
Cc1ccc(NC(=O)Cc2nnc(SCC(=O)c3ccc(Br)cc3)n2C)cc1	?	-2%	2%
Cc1nc2nc3c(cn2n1)C(=O)CC(C)(C)C3	-11%	-2%	-3%
CCOc1ccc2[nH]c(=O)c(C(c3nnnn3C3CCCCC3)N3CCN(CC)CC3)cc2c1 (stereo unspecified)	-28%	-2%	4%
CC(C)(c1ccccc1)c1ccc(OCC(O)CN2CCCC2)cc1 (stereo unspecified)	?	-7%	19%
COc1ccc(C(=O)N2CCC3(CCCN(C(=O)NC(C)C)C3)CC2)cc1	4%	-8%	nt
Cc1ccccc1C(=O)NNC(=S)NC(=O)c1cccs1	21µM*	-12%	-3%
CN(C(=O)Nc1ccc(Cl)cc1)n1cnc2ccccc2c1=O	-13%	2%	7%
COc1ccc(NC(=S)N2CCNC(=O)C2CC(=O)Nc2ccc(C)cc2)cc1 (stereo unspecified)	6%	-30%	-11%
O=C(Nc1ccc(-n2nncc2-c2ccco2)cc1)c1cccc(F)c1	?	?	-7%
O=C(CCS(=O)(=O)c1ccccc1)NNC(=O)CSc1ccccc1F	-3%	-3%	20%
Cc1cc(C)cc(C(=O)N2CCCCCC2)c1	10%	-1%	-14%
CCOC(=O)CCc1c(C)c2ccc(OCc3nn[nH]n3)cc2oc1=O	1%	-7%	0%
CC(=O)c1ccc(N2CCN(S(=O)(=O)c3ccc(-c4cc(C(F)(F)F)on4)s3)CC2)cc1	-28%	-8%	23%
O=C(NCC1CCCO1)/C(=C\c1cccs1)NC(=O)c1ccccc1 (stereo unspecified)	23%	?	8%
COc1ccccc1C(c1nnnn1CC1CCCO1)N1CCN(c2ccccc2)CC1 (stereo unspecified)	-1%	-6%	-7%
Cc1cc(-c2ccccc2)nc(Oc2cccc(C(F)(F)F)c2)c1S(C)(=O)=O	-17%	-17%	-13%
CCN(CC(=O)Nc1c(F)cccc1F)C(=O)C1CCN(S(=O)(=O)c2ccc(C)cc2C)CC1	-4%	-4%	-12%
CCCC(NC(=O)c1ccccc1)c1nc2ccccc2n1Cc1ccc(C(=O)OC)o1 (stereo unspecified)	-21%	-2%	0%
Cc1ccc(S(=O)(=O)N2CCC(=O)N(C(COCc3cccc(Cl)c3)Cc3ccccc3)CC2)cc1 (stereo unspecified)	-91%	-9%	6%
Cc1ccc(C(=O)/C=C2\NCCNC2=O)cc1	-11%	-12%	10%
COc1cc(/C(C)=N/NC(=O)CSc2nnc(C)s2)ccc1O	6%	-1%	-12%
COc1ccc(S(=O)(=O)N2CCC3(CC2)OCCN3S(=O)(=O)c2cccs2)cc1	-15%	-6%	-18%
O=C(O)Cn1c(-c2ccccn2)nc2ccccc21	-12%	-2%	9%
COc1cccc(CN2CCN(C(=O)c3ccc(-c4ccccc4)cc3)CC2)c1	?	-3%	-6%
CCCCC#Cc1cncc(C(=O)N/N=C/c2cccc(OC)c2)c1	-18%	-4%	-27%
COc1cccc(NC(=O)c2sc3nc(C)c(C(=O)Nc4ccc(C)cc4C)c(-c4ccc(C)o4)c3c2N)c1	10µM*	-17%	-7%
O=C(Nc1cccc(Cl)c1N1CCCC1)c1ccco1	?	-13%	10%
COc1cc(-c2cc(O)c(-c3ccc4ccccc4n3)c(=O)[nH]2)cc(OC)c1OC	?	nt	-14%
CC(=O)N=c1sc2ccccc2n1C	-11%	-1%	6%
O=C1c2ccccc2NC(c2ccncc2)N1c1ccccn1 (stereo unspecified)	12%	?	-6%
Cc1ccccc1OCCC(=O)OCC(=O)NC1CC1	8%	0%	-13%
CC(C)C(NS(=O)(=O)c1ccc(Br)s1)C(=O)O (stereo unspecified)	3%	-22%	1%

The list continues:
structure	DT40 TDP1 CPT	KAT2A inh	FEN1 inh
OCc1cccc(Nc2ncnc3sc4c(c23)CCCCC4)c1	?	-7%	-9%
Cc1cccc(C(=O)N(Cc2ccc(C)o2)C2CCS(=O)(=O)C2)c1 (stereo unspecified)	-1%	-1%	6%
Cc1ccc(SC[C@H](CC(C)C)N2CCN(C)CCC2=O)cc1	?	-7%	-1%
COc1cccc(C(=O)N2CCN(c3ccccn3)CC2)c1	-15%	-5%	4%
COc1ccc(C(C(=O)NC2CCCC2)N(C(=O)c2ccco2)c2ccccc2C(C)=O)cc1OC (stereo unspecified)	6%	-1%	-2%
COc1ccccc1-c1sc2ccccc2c1-c1ccccc1OC	?	-12%	-17%
COc1ccc(CN(C)C(=O)C2CC(=O)N(c3ccc4c(c3)OCCO4)C2)c(OC)c1 (stereo unspecified)	21µM*	-11%	-24%
O=C1CC(c2ccccc2)CC(O)=C1C=NCc1ccco1 (stereo unspecified)	-20%	-15%	-4%
O=c1cc(-c2ccccc2Cl)c2c([nH]1)CCC2	-22%	-8%	12%
Cc1ccccc1C(=O)NC1CCN(Cc2nnnn2Cc2ccccc2)CC1	?	-5%	5%
COc1cc(OC)c(OC)cc1CN1CCCC(C(=O)N2CCCC2)C1 (stereo unspecified)	-1%	2%	1%
COc1ccc(N(C(=O)COc2ccccc2)C2C=CS(=O)(=O)C2)cc1 (stereo unspecified)	-22%	-1%	-8%
Cc1cccc(NC(=O)c2ccc(C(=O)Nc3cccc(C)c3C)cc2)c1C	-20%	-22%	-16%
COc1ccc(CNC(=O)C2CC(=O)N(c3ccc(OCC(=O)N4CCCCC4)cc3)C2)cc1 (stereo unspecified)	-10%	-10%	4%
CCOc1ccccc1NC(=O)Cc1csc(COc2cccc(C)c2)n1	?	-15%	0%
O=C(Cn1cc2c(n1)CCCCC2)N1CCc2ccccc2C1	2%	2%	1%
CCOC(=O)c1c(-c2ccc(C)cc2C)csc1NC(=O)c1ccccc1Cl	?	16%	4%
CCN(CC)CCCNC(=O)Cn1cnc2sc(C)c(S(=O)(=O)N3CCC(C)CC3)c2c1=O	12%	3%	-10%
O=C(C1CCCN(Cc2ccccc2Br)C1)N1CCCCC1 (stereo unspecified)	-2%	2%	6%
NC(=O)c1ccccc1OCC(=O)Nc1ccc2c(c1)CCC2	?	0%	-17%
Cc1ccccc1CCNC(=O)c1ccc(Cl)c(S(=O)(=O)N2CC(C)OC(C)C2)c1 (stereo unspecified)	18µM*	-14%	?
CC(=O)Nc1cc2c3c(cccc3c1)-c1ccccc1-2	29%	nt	9%
Cc1cc(C)c2c(n1)sc1c(=O)n(-c3cc(Cl)ccc3C)nnc12	-22%	4%	8%
CCc1nnc(NC(=O)CSc2nnc3c(n2)[nH]c2ccccc23)s1	1%	0%	-2%
COc1ccc(-c2c(C#N)c(SCC(=O)Nc3cccc(Cl)c3)nc(C)c2C(=O)Nc2ccccc2)cc1OC	0%	-6%	11%
O=C(COC(=O)/C=C/c1ccc(S(=O)(=O)N2CCOCC2)cc1)NC1CCCCCCC1	-8%	-10%	10%
CCOc1ccc(C(=O)Nc2ccncc2)cc1	10µM*	2%	1%
O=C(N/N=C/c1cccc(OC(=O)c2ccc([N+](=O)[O-])cc2)c1)c1cccnc1	11%	-3%	-5%
Cc1nn(CC(=O)NCc2cccnc2)c(=O)c2ccccc12	-1%	-5%	-6%
O=[N+]([O-])c1ccc(N2CCCCCC2)c(S(=O)(=O)N2CCCCC2)c1	-18%	-1%	-12%
Cc1cc(C(=O)N/N=C/c2c[nH]c3ccccc23)cs1	-18%	-5%	-5%
CCS(=O)(=O)N1CCN=C1SCc1ccccc1	-1%	-12%	5%
O=C(Cc1ccc(Cl)cc1)Nc1ccc(CN2CCCCC2)cc1	-4%	-25%	-5%
COC(=O)c1cc(C(=O)Nc2nnc(C3CC3)s2)cc([N+](=O)[O-])c1	?	-8%	0%
CC(=O)c1cccc(NC(=O)CSc2nc3c(c(=O)[nH]2)CCC3)c1	-22%	-3%	-13%
O=S(=O)(c1ccc(N2CC=C(c3ccccc3)CC2)nc1)N1CCCC1	16µM*	-30%	-4%
COc1ccccc1N1CCN(C(=O)C2CCN(S(=O)(=O)c3ccccc3)CC2)CC1	-18%	-4%	7%
CCN(CC(=O)Nc1ccccc1C(=O)OC)S(=O)(=O)c1ccc(OC)cc1	?	1%	-13%
Cn1c(=O)n(CC(=O)NC2CCCCC2)c(=O)c2ccccc21	-2%	3%	8%
CN1c2ccccc2C(=O)/C(=C\Nc2ccc(F)cc2)S1(=O)=O	-15%	0%	11%
Clc1ccc(-c2cn3cccnc3n2)cc1Cl	-7%	-19%	2%

Exported field by field: entries from further up.
O=S(=O)(c1ccc(N2CC=C(c3ccccc3)CC2)nc1)N1CCCC1
  DT40 TDP1 CPT: 16µM*
  KAT2A inh: -30%
  FEN1 inh: -4%
COc1ccccc1N1CCN(C(=O)C2CCN(S(=O)(=O)c3ccccc3)CC2)CC1
  DT40 TDP1 CPT: -18%
  KAT2A inh: -4%
  FEN1 inh: 7%

Shown as labelled records: entries from further up.
compound: O=C(COC(=O)/C=C/c1ccc(S(=O)(=O)N2CCOCC2)cc1)NC1CCCCCCC1
  DT40 TDP1 CPT: -8%; KAT2A inh: -10%; FEN1 inh: 10%
compound: O=S(=O)(c1ccc(N2CC=C(c3ccccc3)CC2)nc1)N1CCCC1
  DT40 TDP1 CPT: 16µM*; KAT2A inh: -30%; FEN1 inh: -4%
compound: CCN(CC(=O)Nc1ccccc1C(=O)OC)S(=O)(=O)c1ccc(OC)cc1
  DT40 TDP1 CPT: ?; KAT2A inh: 1%; FEN1 inh: -13%
